Pyk2 oligo antag = blocks oligomerization of human Pyk2 in cells; Q14289; Q293 cells, Pyk2 FERM NanoBiT luminescence; hits give low values; z-score (the deposit names both 25 µM and 10 µM); hit rate 0.83% among 99,000; AID 1347419;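 active = Z-score of -3 or lower, scaled per plate to the spread of control and sample wells; inactive = z-score above -3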;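 also: negative z-score means lost luminescence so less FERM oligomerization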
Target sequence (Q14289 whole entry, looked up): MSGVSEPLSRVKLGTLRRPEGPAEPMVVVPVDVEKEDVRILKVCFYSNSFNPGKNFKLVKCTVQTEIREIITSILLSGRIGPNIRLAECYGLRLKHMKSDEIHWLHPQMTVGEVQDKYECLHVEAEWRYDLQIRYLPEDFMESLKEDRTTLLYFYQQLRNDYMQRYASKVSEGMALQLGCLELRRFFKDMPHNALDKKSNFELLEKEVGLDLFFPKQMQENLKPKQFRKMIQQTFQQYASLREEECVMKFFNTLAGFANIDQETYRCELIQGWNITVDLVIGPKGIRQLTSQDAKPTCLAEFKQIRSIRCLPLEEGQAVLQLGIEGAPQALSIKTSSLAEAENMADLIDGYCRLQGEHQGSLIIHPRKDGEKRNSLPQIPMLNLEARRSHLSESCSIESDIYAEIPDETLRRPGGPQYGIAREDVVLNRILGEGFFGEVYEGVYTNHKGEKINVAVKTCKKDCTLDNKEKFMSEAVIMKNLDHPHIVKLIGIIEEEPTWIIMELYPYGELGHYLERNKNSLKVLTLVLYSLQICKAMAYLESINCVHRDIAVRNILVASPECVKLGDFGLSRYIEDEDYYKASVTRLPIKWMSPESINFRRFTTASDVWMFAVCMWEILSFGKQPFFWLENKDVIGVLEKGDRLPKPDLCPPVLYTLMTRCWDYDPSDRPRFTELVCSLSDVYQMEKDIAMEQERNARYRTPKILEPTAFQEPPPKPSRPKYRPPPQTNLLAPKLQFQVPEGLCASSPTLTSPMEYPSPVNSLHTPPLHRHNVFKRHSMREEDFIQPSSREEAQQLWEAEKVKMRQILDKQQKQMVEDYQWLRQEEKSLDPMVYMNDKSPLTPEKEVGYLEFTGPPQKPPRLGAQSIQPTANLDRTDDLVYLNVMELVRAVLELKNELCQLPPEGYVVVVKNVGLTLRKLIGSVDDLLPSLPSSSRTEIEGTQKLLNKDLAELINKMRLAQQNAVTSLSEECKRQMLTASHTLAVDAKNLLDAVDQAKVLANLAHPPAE
Active calls of the source: *.

SMILES	Pyk2 oligo antag
O=C(NCCCOc1cccc(CN2CCCCC2)c1)c1ccc(Cl)c(Cl)c1	0.58
Cc1ccccc1NC(c1cccc(Cl)c1)c1nnnn1C1CCCCC1 (stereo unspecified)	0.16
Cc1cc(/C=N/NC(=O)c2nn(C)cc2Cl)c(C)n1-c1cccc(Br)c1	-1.1
CCCCOc1ccc(S(=O)(=O)NNC(=O)c2cc3ccccc3o2)cc1	0.43
COc1cccc(-n2c(=O)c3cc(OC)c(OC)cc3n(CC(=O)Nc3cc(C)[nH]n3)c2=O)c1	0.7
O=C(CN1CCCCC1)Nc1ccc(NC(=O)c2ccccc2Cl)cc1Cl	-0.55
Cc1cc(C)c(-c2c(O)c3cnn(-c4ccccc4)c3[nH]c2=O)c(C)c1	0.5
N=c1n(CC(=O)c2ccc([N+](=O)[O-])cc2)c2ccccc2n1Cc1ccccc1	0.3
CC1(C)CCCN(C(=O)c2ccc3c(c2NCCO)C(=O)c2ccccc2C3=O)C1	-2
O=C(c1ccc([N+](=O)[O-])s1)N1CCN(c2cccc(Cl)c2)CC1	-0.03
COc1ccc(-c2coc3cc4oc(=O)c5ccccc5c4cc23)cc1F	0.69
Cc1ccc(CSc2nnc(-c3ccc(NS(=O)(=O)c4ccccc4)cc3)o2)cc1	-0.38
C=CCn1c(SCc2nc3scc(-c4ccccc4)c3c(=O)[nH]2)nnc1-c1ccccc1F	-1.6
COc1ccccc1S(=O)(=O)c1ccccc1[N+](=O)[O-]	0.28
O=[N+]([O-])c1ccc(-c2cn(-c3ccccc3)c(=S)[nH]2)cc1	-1
COc1ccc(C(=O)N/C(=C\c2ccco2)C(=O)NCc2cccnc2)cc1	-0.33
CCCCNC(=O)CO/N=C(\C)c1cc2ccccc2o1	0.52
CC(C)(C)NC(=O)NC(=O)COC(=O)c1ccc(OC(F)F)cc1	0.08
CCO/N=C(/C)c1c(O)cc(C(C)(C)C)n(-c2ccccc2)c1=O	-0.15
CCc1ccc(NC(=O)COC(=O)C2(c3ccc(Cl)cc3)CCCC2)cc1	-2.3
COc1cc(OC)cc(-c2nn[nH]n2)c1	0.12
CCOC(=O)c1cc(-c2ccc(OC(F)F)cc2)nc2c1c(=O)[nH]c(=O)n2C	0.25
Cc1ccc(NC(=O)CCNS(=O)(=O)c2cccc3nsnc23)cc1	0.2
O=C(CSCc1c(Cl)cccc1Cl)Nc1ccccc1-c1ccccc1	-1.2
CCc1ccc(OCC(=O)N/N=C/c2cc([N+](=O)[O-])ccc2N2CCCCCC2)cc1	-0.67

Next results
SMILES	Pyk2 oligo antag
COc1ccc(C(C)=O)cc1CSc1nnc(C)n1-c1ccccc1	0.94
CCN(CC)c1ccc(/C=N/N2C(=O)c3ccccc3C2=O)c(O)c1	-0.09
Cc1cccc(C)c1NS(=O)(=O)c1ccc2c(c1)C(=O)c1ccccc1C2=O	-0.04
Cc1ccc(N2C(=O)C3C4C=CC(CNC(=S)Nc5ccc(Cl)cc5)(O4)C3C2=O)cc1 (stereo unspecified)	-0.52
COc1ccc2cnnc(SCC(=O)Nc3ccc(C(C)=O)cc3)c2c1OC	0.52
c1ccc(-c2ccccc2OCCCN2CCCC2)cc1	0.34
O=C1O/C(=C/c2ccccc2)N=C1c1ccccc1	0.6
CC1=CSC2=NC(=O)/C(=C\c3cccn3-c3ccccc3)C(=N)N12	-1.9
CC(/C=N/NC(=S)Nc1cccc(S(=O)(=O)N(C)C)c1)c1ccccc1 (stereo unspecified)	-0.55
Brc1ccc(-n2cc(-c3ccccc3)c3c(NN4CCOCC4)ncnc32)cc1	-0.96
Cc1ccc2cc(CCNC(=O)c3ccc(C)c([N+](=O)[O-])c3)c(=O)[nH]c2c1	-0.52
CCc1ccccc1NC(=O)Cn1cccc1C1=NC(c2ccccc2)CO1 (stereo unspecified)	-0.82
Cc1ccc(C)c(NC(=O)Cc2coc3cc4c(cc23)CCC4)c1	-0.24
O=C1C(Cl)=C(N2CCN(c3ccccc3[N+](=O)[O-])CC2)C(=O)c2ccccc21	-0.29
CC(C)c1ccc2c(c1)C1Cc3ccccc3C1N2 (stereo unspecified)	-1.1
O=C(OCC(=O)N1CCc2ccccc2C1)c1ccc(N2CCOCC2)c([N+](=O)[O-])c1	0.77
COc1ccc(/C=N/NC(=O)c2cccnc2)cc1CSc1nc2ccccc2s1	-3
COC(=O)[C@H]1Cc2cnoc2C[C@]1(C)C(=O)O	1.4
Cc1ccc(O)c(CCc2ccccc2)n1	0.72
CN(CCC#N)C(=O)CSc1nc2scc(-c3ccccc3)c2c(=O)[nH]1	-0.74
Cc1nn(-c2ccccc2)c(C)c1/C=C/C(=O)OC(C)C(N)=O (stereo unspecified)	0.82
CCOC(=O)N/N=C/c1cc(C)n(-c2cccc3ccccc23)c1C	-1
Cc1ccc(S(=O)(=O)N2CCCCC2)cc1NC(=O)CSc1ncnc2ccccc12	0.39
CCOC(=O)N1CCN(C(=O)/C(=C/c2ccc(Br)cc2)NC(=O)c2ccc(OC)cc2)CC1	-0.48
CC(C)=C1C2CCC1C1C(=O)N(NC(=O)c3ccco3)C(=O)C21 (stereo unspecified)	1.1

(listing goes on)
SMILES	Pyk2 oligo antag
CN(Cc1ccccc1)S(=O)(=O)c1ccc(Cl)c(C(=O)NCc2ccc3c(c2)OCO3)c1	-0.35
Cc1ccc(S(=O)(=O)N2CCOCC2)cc1NC(=O)Cn1cc(C(F)(F)F)cc(Cl)c1=O	0.57
O=c1cc([O-])[n+]2c3n1CCCN3CCC2	0.59
CC(C)(C)c1cc(C(=O)N/N=C/c2ccc(O)cc2)n(-c2ccccc2)n1	-1.8
COc1cc2nc(SCC(=O)c3ccc(Br)cc3)n3nc(C)nc3c2cc1OC	-0.72
Cc1ccccc1NC(=O)c1ccc(CN(c2ccccc2)S(=O)(=O)c2ccccc2)cc1	0.08
CC1C/C(=N/NC(=O)c2ccc(CSc3nc4ccccc4[nH]3)cc2)CC(C)(C)C1 (stereo unspecified)	1.9
CCc1ccccc1N(C1=NCCCS1)S(=O)(=O)c1ccc(C(C)(C)C)cc1	0.13
CN(Cc1ccccc1)C(=O)COC(=O)c1ccccc1NS(=O)(=O)c1cccc(N)c1	-0.67
Cc1cc2n(n1)C(c1ccccc1)CC(c1ccc(Br)cc1)=N2 (stereo unspecified)	-1.4
CCCCC(=O)NC(=S)Nc1cccc(Cl)c1N1CCCCC1	0.08
COc1ccc(NC(=O)c2ccco2)c([N+](=O)[O-])c1	0.13
Nc1c2c(nc3sc4c(c13)CCCCC4)CCCCC2	0.01
CCc1cc2c(=O)n(CC(C)C)cnc2s1	-0.64
CCOc1ccc(NC(=O)CN(C)CC(=O)Nc2ccccc2SC)cc1OCC	0.07
CCn1c(/C=C/c2c(C)n(CC)c3ccccc23)nc2ccccc2c1=O	0.44
CC1CN(C(=O)c2ccccc2)C(=Nc2cccc(S(=O)(=O)N(C)C)c2)S1 (stereo unspecified)	-0.75
S=c1[nH]nc(COc2ccccc2)n1/N=C/c1cccnc1	1.6
O=C(CN1C(=O)S/C(=C\c2ccc(Cl)cc2)C1=O)NNC(=O)c1ccccc1O	-0.24
CCN(CC)S(=O)(=O)c1cc(NC(=O)C(C)N(C)CC(=O)Nc2c(C)cccc2C)ccc1C (stereo unspecified)	0.07
NS(=O)(=O)c1ccc(NC(=S)N2CCN(c3ccc(Cl)c(Cl)c3)CC2)cc1	-0.19
Cc1ccc(Nc2ccc(C(F)(F)F)cc2[N+](=O)[O-])cc1	-0.56
Nc1nc(CSC(=S)N2CCOCC2)nc(Nc2ccc(F)cc2)n1	0.62
CC1CCN(C(=O)c2cc(Cl)nc3ccccc23)CC1	0.38
Cc1cc(C(=O)CN2C(=O)NC3(CCCCC3C)C2=O)c(C)n1Cc1cccs1 (stereo unspecified)	-0.23

Copied from the listing (28 entries):
SMILES	Pyk2 oligo antag
CN(CCC#N)C(=O)CSc1nc2scc(-c3ccccc3)c2c(=O)[nH]1	-0.74
Cc1nn(-c2ccccc2)c(C)c1/C=C/C(=O)OC(C)C(N)=O (stereo unspecified)	0.82
CCOC(=O)N/N=C/c1cc(C)n(-c2cccc3ccccc23)c1C	-1
Cc1ccc(S(=O)(=O)N2CCCCC2)cc1NC(=O)CSc1ncnc2ccccc12	0.39
CCOC(=O)N1CCN(C(=O)/C(=C/c2ccc(Br)cc2)NC(=O)c2ccc(OC)cc2)CC1	-0.48
CC(C)=C1C2CCC1C1C(=O)N(NC(=O)c3ccco3)C(=O)C21 (stereo unspecified)	1.1
CN(Cc1ccccc1)S(=O)(=O)c1ccc(Cl)c(C(=O)NCc2ccc3c(c2)OCO3)c1	-0.35
Cc1ccc(S(=O)(=O)N2CCOCC2)cc1NC(=O)Cn1cc(C(F)(F)F)cc(Cl)c1=O	0.57
O=c1cc([O-])[n+]2c3n1CCCN3CCC2	0.59
CC(C)(C)c1cc(C(=O)N/N=C/c2ccc(O)cc2)n(-c2ccccc2)n1	-1.8
COc1cc2nc(SCC(=O)c3ccc(Br)cc3)n3nc(C)nc3c2cc1OC	-0.72
Cc1ccccc1NC(=O)c1ccc(CN(c2ccccc2)S(=O)(=O)c2ccccc2)cc1	0.08
CC1C/C(=N/NC(=O)c2ccc(CSc3nc4ccccc4[nH]3)cc2)CC(C)(C)C1 (stereo unspecified)	1.9
CCc1ccccc1N(C1=NCCCS1)S(=O)(=O)c1ccc(C(C)(C)C)cc1	0.13
CN(Cc1ccccc1)C(=O)COC(=O)c1ccccc1NS(=O)(=O)c1cccc(N)c1	-0.67
Cc1cc2n(n1)C(c1ccccc1)CC(c1ccc(Br)cc1)=N2 (stereo unspecified)	-1.4
CCCCC(=O)NC(=S)Nc1cccc(Cl)c1N1CCCCC1	0.08
COc1ccc(NC(=O)c2ccco2)c([N+](=O)[O-])c1	0.13
Nc1c2c(nc3sc4c(c13)CCCCC4)CCCCC2	0.01
CCc1cc2c(=O)n(CC(C)C)cnc2s1	-0.64
CCOc1ccc(NC(=O)CN(C)CC(=O)Nc2ccccc2SC)cc1OCC	0.07
CCn1c(/C=C/c2c(C)n(CC)c3ccccc23)nc2ccccc2c1=O	0.44
CC1CN(C(=O)c2ccccc2)C(=Nc2cccc(S(=O)(=O)N(C)C)c2)S1 (stereo unspecified)	-0.75
S=c1[nH]nc(COc2ccccc2)n1/N=C/c1cccnc1	1.6
O=C(CN1C(=O)S/C(=C\c2ccc(Cl)cc2)C1=O)NNC(=O)c1ccccc1O	-0.24
CCN(CC)S(=O)(=O)c1cc(NC(=O)C(C)N(C)CC(=O)Nc2c(C)cccc2C)ccc1C (stereo unspecified)	0.07
NS(=O)(=O)c1ccc(NC(=S)N2CCN(c3ccc(Cl)c(Cl)c3)CC2)cc1	-0.19
Cc1ccc(Nc2ccc(C(F)(F)F)cc2[N+](=O)[O-])cc1	-0.56

New compounds follow.
SMILES	Pyk2 oligo antag
Nc1c([N+](=O)[O-])cnnc1-c1ccccc1	2.6
Nc1cc(=O)[nH]c(SCc2nnnn2-c2ccc(Cl)cc2)n1	-0.11
O=C(COC(=O)C1CC2C=CC1C2)NCc1ccc(F)cc1 (stereo unspecified)	0.77
COC(=O)N/N=C/c1ccc(OCCSc2ccc(Cl)cc2)c(OC)c1	-1.7
O=C(COC(=O)CCc1c[nH]c2ccccc12)Nc1cc([N+](=O)[O-])ccc1Cl	2.9
C/C(CC(=O)NCCCN1CCOCC1)=N\NC(=O)COc1cccc2ccccc12	0.58
C=CCn1c(SC)nnc1-c1cccc([N+](=O)[O-])c1	-0.1
O=Cc1cn(-c2ccc(F)cc2)c2ccccc12	-0.75
CCC(CO)[n+]1c(C)cc(/C=C2\Sc3ccccc3N2Cc2ccccc2)cc1C (stereo unspecified)	0.11
Cc1cccc(-n2c(C)cc(/C=N/O)c2C)c1	0.13
CCCCNC(=O)COc1ccccc1[N+](=O)[O-]	1.2
COc1cc(Cl)c(C)cc1NC(=O)CSc1ccc(NC(C)=O)cc1	-1.2
COc1cccc(CNC(=O)C(c2ccc(Cl)cc2)C(C)C)c1 (stereo unspecified)	-0.15
COc1cc(/C=N/NC(=S)NCCN2CCOCC2)cc(OC)c1O	0.41
CC1(C)CC(=O)C2=C(C1)N(c1cccc(Cl)c1)C(=O)NC2(C(F)(F)F)C(F)(F)F	0.78
COc1ccc([C@H]2[C@H](C(=O)OC(C)(C)C)N3N=Cc4ccccc4C3C23C(=O)c2ccccc2C3=O)c(OC)c1 (stereo partly specified)	-0.85
Cn1c(=O)c2c(nc(N/N=C/c3ccc(OC(=O)c4ccco4)cc3)n2Cc2ccccc2Cl)n(C)c1=O	0.63
CN1CCN(c2cc(N3CCc4ccccc4C3)c(F)cc2[N+](=O)[O-])CC1	-1.7
COc1ccc(CCN2C(=O)C(Oc3ccccc3C)C2c2ccc3c(c2)OCO3)cc1 (stereo unspecified)	-2
CCC(=O)Nc1c(C)nn(-c2ccc(C)c(C)c2)c1C	1.1
O=C(CSc1nc2ccccc2s1)NNC(=S)Nc1ccccc1	0.58
Cc1ccc(S(=O)(=O)N(C)Cc2ccc(C(=O)N/N=C/c3ccc(OC(F)F)cc3)cc2)cc1	0.13
Fc1ccc(-c2nc(-c3cccs3)[nH]c2-c2ccc(F)cc2)cc1	-2
COCCn1c(SC(C(=O)Nc2cc(C)ccc2OC)c2ccccc2)nnc1-c1ccc(Cl)cc1 (stereo unspecified)	0.2
CC(C)CN(C(=O)CCc1ccccc1)c1c(N)n(CC(C)C)c(=O)[nH]c1=O	0.63
O=c1oc(-c2ccccc2NS(=O)(=O)c2ccc3ccccc3c2)nc2ccccc12	-2.6
O=C(NNS(=O)(=O)c1ccccc1[N+](=O)[O-])c1cccc(Cl)c1	0.48
COC(=O)Cn1c(=NC(=O)CN2C(=O)CCC2=O)sc2cc(S(N)(=O)=O)ccc21	0.12
Cc1ccc(C(=O)c2ccccc2C(=O)OCC(=O)Nc2cccc([N+](=O)[O-])c2)cc1	-0.95
Cc1cc(NC(=O)COC(=O)c2oc3c(Cl)cccc3c2C)no1	0.23

3 of the entries above in order of their number in Pyk2 oligo antag, descending.
SMILES	Pyk2 oligo antag
CCCCNC(=O)COc1ccccc1[N+](=O)[O-]	1.2
CCC(=O)Nc1c(C)nn(-c2ccc(C)c(C)c2)c1C	1.1
COc1ccc(CCN2C(=O)C(Oc3ccccc3C)C2c2ccc3c(c2)OCO3)cc1 (stereo unspecified)	-2

Screens (PubChem)

The list is partial (hit frequency here may not be typical).
